# Screening data (PubChem)
# SIAH1 antagonists: blockers of Siah-1 interaction with plectin peptide – biochemical, fluorescence polarization, rhodamine-plectin, uHTS, primary screen (AID 1817); Siah-1 / rhodamine-plectin peptide fluorescence polarization; higher % means a stronger effect; one-dose displacement, % at 20 µM; IC50 in µM for titrated hits; 290,000 tested, 0.02% active;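 active = displacement of at least 50% at 20 µM, with a fluorescence ratio check between 0.3 and a set limit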;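 also: plate controls were Siah plus tracer with DMSO for no effect and tracer alone without Siah for full effect; strong numbers were not always called active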
# NOD1 NF-kB reporter: NOD1 signaling inhibitors, primary screen, cell-based, luminescence, uHTS (AID 1578); NOD1-driven NF-kB luciferase reporter cells, luminescence; higher % means a stronger effect; inhibition, % at 4 µM; hits with a dose series show EC50 in µM; 290,000 tested, 1% active; in the data active = inhibition mostly above about 36%, no sharp cut-off; inactive = mostly below about 34%;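 also: HEK-293T reporter cells stimulated with the NOD1 agonist gamma-tri-DAP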
# NOD2 inhibition: inhibition of NOD2-driven NF-kB reporter – cell-based, luminescence, uHTS, HEK293 (AID 1566); 290,000 tested, 0.63% active; HEK293 NOD2/NF-kB luciferase reporter, luminescence; higher % means a stronger effect; inhibition, % at 4 µM, or EC50 in µM where a hit was titrated; also: many of its hits are not listed in these tables
# KOR beta-arrestin-1: KOR antagonists, beta-arrestin recruitment, cell-based, luminescence, uHTS (AID 1778) | KOR beta-arrestin recruitment, luminescence, antagonist mode; higher % means a stronger effect | inhibition, % at 10 µM; hits with a dose series show IC50 in µM | 290,000 tested, 0.091% active; also: strong numbers were not always called active
# KOR beta-arrestin-2: kappa opioid receptor activators – cell-based, luminescence, uHTS, primary screen (AID 1777). one-dose activation, % at 10 µM; EC50 in µM for titrated hits. 280,000 tested, 0.02% active. KOR beta-arrestin recruitment, luminescence; higher % means a stronger effect; in the data active = activation above about 50%, passing the limit was not always enough; also: a part of the inactive calls stands beside numbers as strong as those of hits
# Myeloid diff 2: myeloid differentiation induction | ER-HoxA9 myeloid progenitors, lysozyme-GFP differentiation, flow cytometry | 360,000 tested, 1% active | AID 624256 | calls only at 10 µM;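 active = normalized GFP-positive differentiation at or above the plate's own cutoff, the solvent-only control mean plus 3 SD; inconclusive = no clear call, values can overlap the other calls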;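 also: cells exposed to compound for four days before flow analysis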
# PhoP inhibition: PhoP-dependent GFP reporter repression – Salmonella Typhimurium, primary screen (AID 1863); S. Typhimurium PhoP-regulated promoter GFP reporter, 4 h; higher % means a stronger effect; one-dose inhibition, % at 50 µM; IC50 in µM for titrated hits; 300,000 tested, 0.16% active;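 active = inhibition over 29.93%, a cutoff 3 SD above the screen mean, later confirmed by dose response; inconclusive = inhibition over 29.93% but no dose response follow-up; inactive = inhibition at most 29.93% or unconfirmed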;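 also: 0% = low Mg2+ inducing control and 100% = high Mg2+ repressing control; strong numbers were not always called active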
# LYP inhibition: inhibitors of LYP phosphatase, biochemical, fluorescence intensity, uHTS (AID 1779) | inhibition, % at 11.5 µM; hits with a dose series show IC50 in µM | recombinant LYP phosphatase, fluorescence intensity; higher % means a stronger effect | 290,000 tested, 0.054% active;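 also: plate controls were vehicle with enzyme for no effect and no enzyme for full effect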
# HIV fusion peptide: inhibitors of HIV fusion peptide binding, primary screen, biochemical, uHTS, fluorescence dequenching (AID 1986); cell-free peptide binding, fluorescence dequenching, 30 min; higher % means a stronger effect; one-dose inhibition, % at 20 µM; IC50 in µM for titrated hits; 290,000 tested, 0.3% active; in the data active = inhibition mostly above about 52%, no sharp cut-off; inactive = mostly below about 76%; also: some results filed as inactive read as strong as hits
# Myeloid diff 2 GFP+ MAC1+ %: second read-out of Myeloid diff 2, no call of its own (marks repeat the call); GFP+ MAC1+ double positive, %; measured here: differentiation confirmed by MAC1 staining
# Active calls of the source: *; i = inactive; ? = inconclusive; nt = not tested or not shown; + = active, no number; [ ] = dose if it differs, or a comment. Rule as the data show it, unless noted: active = inhibition above about 50%; inactive = the rest. A portion of the library; rates above refer to the full screens.
SMILES,SIAH1 antagonists,NOD1 NF-kB reporter,NOD2 inhibition,KOR beta-arrestin-1,KOR beta-arrestin-2,Myeloid diff 2,Myeloid diff 2 GFP+ MAC1+ %,PhoP inhibition,LYP inhibition,HIV fusion peptide
Cc1cccc(C(=O)NN(C)c2nc(-c3ccccc3)nnc2C(F)(F)F)c1,0%,-4%,8%,-14%,0.9%,i,1.4,2%,-6%,1.6%
Cc1cc(CNC(=O)c2cccc([N+](=O)[O-])c2C)c2ccccc2n1,-3%,3%,32%,-8%,-3.1%,i,0.5,-2%,-4%,-1.0%
Nc1nc(SCC(=O)N2CCc3ccccc3C2)[nH]c(=O)c1-c1ccccc1,-4%,-12%,7%,16%,-5.4%,i,1.2,14%,-17%,0.7%
CS(=O)(=O)NCc1nnc(SCc2ccccc2C(F)(F)F)o1,4%,-13%,6%,-10%,-1.0%,i,12,-7%,-2%,3.2%
O=C(O)CSc1nnc(COc2ccccc2)n1-c1ccccc1,-1%,-34%,6%,-27%[20 µM],-1.2%,i,0.8,2%,-9%,0.9%
CCOC(=O)c1cnn(-c2ccc(F)cc2)c1N,1%,-2%,15%,-30%[20 µM],2.1%,i,0.2,-6%,-4%,-1.1%
O=C(O)c1ccc(N=Nc2c(O)[nH]c3cc(Cl)ccc23)cc1,-2%,-9%,-173%,10%,1.0%,?,nt,-30%,7%,23%
COc1ccc(OC)c(-c2cc(C(=O)N3CCc4ccccc4C3)no2)c1,1%,-15%,5%,-23%,3.6%,i,4.6,-14%,1%,2.9%
CCN(CC)CCNC(=S)Nc1ccc(F)cc1,-6%,4%,-47%,17%,-4.5%,i,0.4,0%,-2%,-1.4%
CC1(C)CC(=O)c2c(Cc3ccccc3)noc2C1,-2%,11%,-3%,-42%,5.0%,i,0.2,-5%,-4%,-0.7%
CC1=NNC(=O)C1C(c1cccc(O)c1)C(C#N)C#N (stereo not drawn),-5%,-4%,4%,-5%,3.3%,i,0.3,2%,-8%,-1.5%
Cc1ccc(NC(=O)c2ccc(OCc3c(C)noc3C)cc2)cc1,0%,-10%,10%,23%,1.7%,nt,nt,-5%,6%,-0.1%
CC(C)=C(NC(=O)c1ccccc1)C(=O)NCCCC(=O)O,-1%,18%,-10%,-49%,2.0%,i,4.6,11%,-5%,0.9%
Cc1ccc(-c2nc3n(n2)Cc2ccccc2-3)cc1,1%,-27%,-79%,16%,-0.2%,i,0.8,0%,2%,2.9%
O=C(Nc1ccc2oc(-c3ccncc3)nc2c1)c1ccc2c(c1)OCCO2,7%,0%,9%,8%,-2.4%,i,0.7,1%,-11%,3.5%
COc1cc(NC(=O)C2CC2)c(OC)cc1NC(=O)CCC(=O)NC1CCN(Cc2ccccc2)CC1,6%,-30%,13%,-19%,-0.2%,i,0.4,5%,1%,0.0%
CCc1ccc(OCC2Cn3c(nc4c3c(=O)[nH]c(=O)n4C)O2)cc1 (stereo not drawn),-1%,7%,7%,-50%[20 µM],-3.0%,i,0.7,-1%,-8%,-0.3%
COC(=O)CCn1nc(-c2ccc(C)cc2)c2ccccc2c1=O,0%,-33%,20%,-30%,-3.6%,i,0.4,6%,-6%,2.3%
COc1ccc(N2CCN(C(=O)COCc3cc(-c4ccc5c(c4)OCO5)on3)CC2)cc1,-2%,22%,20%,-30%,1.4%,i,2.6,-7%,-8%,-2.2%
CCOc1cc(C(=S)N2CCOCC2)ccc1OC(=O)c1ccc(C)cc1,-5%,-8%,-18%,-6%,-4.6%,i,0.4,7%,1%,-0.9%
CCOc1ccc(NS(=O)(=O)c2ccc(C)c(C(N)=O)c2)cc1,-3%,3%,17%,-12%[20 µM],-4.7%,i,0.4,-6%,-3%,-1.6%
CC(C)c1ccc(NC2CCCN(C(=O)CCN3CCCC3=O)C2)cc1 (stereo not drawn),-1%,-18%,3%,3%,-1.4%,+,3.8*,-4%,-6%,-0.5%
Cc1cc(C)cc(C(=O)N(c2ccccn2)C(C)c2ccco2)c1 (stereo not drawn),0%,-17%,-21%,-19%,1.0%,i,1.9,14%,1%,1.1%
CCc1ccc(Oc2nc([N+](=O)[O-])nn2C)cc1,-2%,-1%,9%,-19%,-7.0%,i,3.2,5%,-7%,-0.3%
COC(C#CCCN(C)C)(c1ccccc1)c1ccccc1,-2%,-26%,3%,6%,-4.9%,i,0.3,6%,-9%,-0.8%

# (list continues)
SMILES,SIAH1 antagonists,NOD1 NF-kB reporter,NOD2 inhibition,KOR beta-arrestin-1,KOR beta-arrestin-2,Myeloid diff 2,Myeloid diff 2 GFP+ MAC1+ %,PhoP inhibition,LYP inhibition,HIV fusion peptide
COc1ccccc1N1C(=S)NC2CS(=O)(=O)CC21 (stereo not drawn),5%,-18%,3%,-9%,1.1%,i,0.6,-4%,2%,1.5%
CSc1nsc(/C=C/Nc2ccc(F)cc2F)c1C#N,20%,-24%,7%,7%,-4.4%,+,8.1*,-6%,-4%,44%
NS(=O)(=O)c1ccc(CCNC(=O)NC2(C(F)(F)F)Oc3ccccc3O2)cc1,23%,5%,11%,17%,-5.3%,i,0.6,2%,-7%,9.5%
COCCn1c(=NC(=O)/C=C/c2ccccc2Cl)sc2cc(NC(C)=O)ccc21,-2%,85%*,13%,-14%,20%,i,0.8,11%,-3%,-0.9%
COc1ccc(C(CNC(=O)Cc2ccc(-c3ccccc3)cc2)N(C)C)cc1 (stereo not drawn),-2%,-16%,11%,-47%,5.0%,i,0.6,-2%,-10%,0.7%
OC(c1ccccn1)(c1ccccn1)c1ccccn1,-6%,62%,-19%,6%,6.1%,i,0.9,6%,5%,2.8%
CC(NC(=O)c1cc(=O)[nH]c2ccc(Br)cc12)c1ccccc1 (stereo not drawn),2%,-45%,13%,12%,-2.2%,nt,nt,2%,4%,-0.6%
Nc1c([N+](=O)[O-])c(=O)oc2ccccc12,-2%,-19%,5%,6%,0.5%,i,0.8,-1%,1%,-0.4%
Cc1ccc(S(=O)(=O)Nc2ccc(Cl)cc2)cc1NC(=O)Cn1cnc2c1c(=O)n(C)c(=O)n2C,4%,-9%,15%,nt,nt,i,0.5,-7%,0%,2.3%
COc1ccc(NS(=O)(=O)c2ccc(NC(=O)c3ccc(Br)cc3)cc2)nn1,4%,3%,3%,-38%[20 µM],-8.2%,i,0.5,-3%,1%,0.6%
CCOC(=O)/C(=C/c1ccco1)NC(=O)c1ccc(Br)o1,-5%,-26%,-15%,14%,-3.5%,i,0.4,-6%,8%,1.5%
CCOC(=O)C1=C(CSc2nc(C)cc(C)c2C#N)OC(N)=C(C#N)C1c1cccs1 (stereo not drawn),-1%,9%,9%,-6%,2.1%,nt,nt,11%,-2%,22%
O=C1CSC(=Nc2cccc([N+](=O)[O-])c2)N1,-3%,-1%,-8%,11%,2.7%,i,0.5,7%,-2%,0.4%
O=C(CNS(=O)(=O)c1ccccc1)NCC(=O)OCc1ccc(C(=O)c2ccccc2)cc1,2%,-3%,14%,10%,12%,i,0.4,0%,-3%,1.5%
COc1ccc(-n2ncc3c2CC(C)(C)CC3NC(=O)c2cn[nH]c2)cc1 (stereo not drawn),1%,-12%,11%,7%,-1.2%,i,0.4,-4%,-8%,1.0%
O=c1oc2c(CN3CCOCC3)c(O)ccc2c2c1CCC2,-1%,3%,7%,28%,15%,i,1.0,0%,-41%,-1.2%
COc1ccc2c(c1OC)C(=O)N(c1ccc(C)cc1)C2=O,2%,-22%,-12%,-36%[20 µM],-1.3%,i,0.5,1%,-2%,1.1%
Cc1ccc(NC(=O)[C@@H](CC(C)C)NC(=O)[C@@H]2Cc3ccccc3CN2)cc1,3%,-10%,-7%,-31%,-1.4%,i,1.2,-6%,-12%,1.3%
COC(=O)Cn1c(=O)c(=O)n(CC(=O)OC)c2ccccc21,10%,-22%,5%,-11%,0.3%,i,0.2,2%,-2%,-0.7%
O=C(CNC(=O)c1ccc(Cl)cc1)NC(CO)c1ccccc1 (stereo not drawn),3%,-16%,6%,-4%,-5.8%,i,0.4,nt,-7%,-2.5%
CCO/N=C(/C)c1c(O)cc(C(C)(C)C)n(-c2ccccc2)c1=O,3%,-24%,8%,-32%,0.7%,i,0.8,6%,-7%,0.2%
COCC(=O)N(Cc1cc2cc(C)ccc2[nH]c1=O)c1ccc(C)c(C)c1,1%,-34%,9%,-39%[20 µM],9.0%,i,0.2,2%,-5%,1.1%
Cc1onc(-c2ccccc2)c1C(=O)N1CCCN(C(=O)c2c(-c3ccccc3)noc2C)CC1,4%,nt,3%,25%,-2.9%,i,0.5,-2%,0%,1.5%
O=C(C(=O)N1CCc2ccccc2C1)c1cn(CC(=O)N2CCOCC2)c2ccccc12,-1%,25%,-12%,-26%,8.3%,i,0.5,-1%,-5%,0.6%
O=C(CS(=O)(=O)Cc1ccccc1)N1CCc2ccccc21,3%,-25%,-14%,22%,-3.6%,i,1.1,8%,-3%,-1.0%

# Reprinted at random: 2 entries already listed
SMILES,SIAH1 antagonists,NOD1 NF-kB reporter,NOD2 inhibition,KOR beta-arrestin-1,KOR beta-arrestin-2,Myeloid diff 2,Myeloid diff 2 GFP+ MAC1+ %,PhoP inhibition,LYP inhibition,HIV fusion peptide
Nc1c([N+](=O)[O-])c(=O)oc2ccccc12,-2%,-19%,5%,6%,0.5%,i,0.8,-1%,1%,-0.4%
COc1ccccc1N1C(=S)NC2CS(=O)(=O)CC21 (stereo not drawn),5%,-18%,3%,-9%,1.1%,i,0.6,-4%,2%,1.5%

# Carrying on.
SMILES,SIAH1 antagonists,NOD1 NF-kB reporter,NOD2 inhibition,KOR beta-arrestin-1,KOR beta-arrestin-2,Myeloid diff 2,Myeloid diff 2 GFP+ MAC1+ %,PhoP inhibition,LYP inhibition,HIV fusion peptide
Cc1cc(C)n2nc(SCc3ccccc3C(=O)O)nc2n1,6%,-6%,16%,26%,-0.2%,i,0.4,-3%,-3%,-1.1%
O=C(CN1C(=O)NC2(CCCc3ccccc32)C1=O)NCc1ccc(Cl)cc1Cl (stereo not drawn),10%,-14%,-11%,-30%,0.7%,i,1.1,-3%,-9%,2.4%
COC(=O)c1cnn2c(C(F)(F)F)cc(-c3ccccc3)nc12,0%,-34%,1%,-40%,0.3%,i,1.5,1%,2%,0.0%
CCOc1ccc(OCC)c(NC(=O)CSCC(=O)O)c1,4%,6%,2%,nt,18%,i,0.1,7%,-9%,-0.7%
COCCCN1CC(=O)N2C(c3cccc(OC)c3)c3[nH]c4ccccc4c3C[C@H]2C1=O (stereo partly drawn),-4%,-5%,-31%,nt,-1.2%,i,0.2,4%,-4%,-0.3%
Cc1ccc(O)c(C(=O)CC(=O)c2ccc(Cl)cc2)c1,-1%,-9%,-59%,14%,-3.8%,i,0.5,0%,-1%,3.4%
CCCCNC(=S)Nc1ccccc1F,2%,44%,17%,10%,5.2%,i,1.0,10%,-6%,2.6%
COc1ccc(Cl)cc1C(=O)NCCCSc1ccccc1,3%,-4%,-1%,-20%,5.2%,i,0.6,-3%,-6%,-2.3%
O=P(OC1CCCCC1)(OC1CCCCC1)C(O)c1ccc(Cl)cc1Cl (stereo not drawn),-1%,16%,-24%,-12%,7.8%,i,0.6,-1%,0%,-0.6%
Cc1oc2c(CN3CCCCC3C)c(O)ccc2c(=O)c1-c1ccc(Br)cc1 (stereo not drawn),6%,-7%,19%,-1%,-3.2%,i,0.4,6%,-10%,-0.7%
